KKLEB cytotox: CF airway cell cytotoxicity counter-screen | activity change (cytotoxicity), % at 5 µM | KKLEB CF airway cells viability, ATPlite luminescence, overnight; stronger effect = lower value; cells stimulated with P. aeruginosa culture filtrate | 360,000 tested, 0.36% active;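 active = corrected activity change at or below -50% at 5 µM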
CaV13 ICDI inh: Disruptors of the CACNA1D IQ motif to Ca2+-dependent inactivation inhibitor domain association, primary screening, Förster resonance energy transfer in intact living …. HEK cells, CFP/YFP FRET ICDI-IQ, plate reader, 10 min; percent FRET-ratio fall versus neutral wells. inhibition, % at 12.3 µM. 340,000 tested, 0.098% active. AID 743397;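 active = mean replicate inhibition of at least 30% and at least 1% of replicates passing that level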;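 note: 0% = median of the neutral control wells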
NR2E3 ag-1: activates human photoreceptor nuclear receptor NR2E3; 320,000 tested, 0.12% active; GST-NR2E3/biotin-RetCOR TR-FRET, 1536-well; Q9Y5X4; AID 2300; inhibition of corepressor binding, % at 4.78 µM;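 active = percent inhibition above the cutoff of mean plus 3 SD of all tested compounds, set per screening campaign, cut at about 20% in these data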;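 note: 0% = DMSO wells and 100% = biotin wells as full block of FRET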
Target sequence (Q9Y5X4 whole entry, looked up): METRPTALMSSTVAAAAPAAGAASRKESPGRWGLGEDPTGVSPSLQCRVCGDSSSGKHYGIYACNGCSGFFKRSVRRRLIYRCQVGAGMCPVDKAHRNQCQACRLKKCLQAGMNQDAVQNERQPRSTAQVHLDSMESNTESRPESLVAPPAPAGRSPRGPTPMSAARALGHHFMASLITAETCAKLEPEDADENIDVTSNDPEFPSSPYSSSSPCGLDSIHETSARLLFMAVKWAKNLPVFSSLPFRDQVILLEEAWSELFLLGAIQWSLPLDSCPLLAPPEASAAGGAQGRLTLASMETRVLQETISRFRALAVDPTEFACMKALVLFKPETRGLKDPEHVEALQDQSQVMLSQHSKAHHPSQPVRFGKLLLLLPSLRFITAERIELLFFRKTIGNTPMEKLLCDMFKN
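System: GST-tagged NR2E3 plus biotinylated RetCOR corepressor; Buffer or medium: pH 7.5 Tris-based buffer; Probe or stimulus: RetCOR corepressor, biotinylated, 7 nM; Doses: compound at 4.8 µM, single dose; Schedule: 5 h incubation at 4 °C; Technique: time-resolved FRET; Evaluation: percent inhibition of TR-FRET ratio; Replication: one well per compound, singlicate testing.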
CF NFkB inh: cystic fibrosis NF-kB activation inhibition; KKLEB NF-kB-GFP reporter, PAF-induced, GFP fluorescence overnight; inhibition, % at 5 µM; 360,000 tested, 0.86% active;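 active = at least 50% inhibition at 5 µM, scaled per plate between neutral and stimulator controls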;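 note: PAF is a Pseudomonas aeruginosa culture filtrate used as stimulus; plate controls were PAF-stimulated DMSO wells for no effect and unstimulated DMSO wells for full effect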
TRPM1 prom inh: MITF TRPM1 promoter inhibition in SK-MEL-5 cells | 330,000 tested, 0.83% active | inhibition, % at 12.5 µM | SK-MEL-5 TRPM1 promoter luciferase, 24 h;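 active = mean inhibition across replicates of 60% or more, whatever share of single replicates reaches that level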; note: values of inactives mirror those of a sister screen read the other way
PDI inh: PDI (human) enzyme inhibition | P07237 | PDI insulin aggregation turbidity, A650, 90 min | inhibition, % at 10 µM | 350,000 tested, 0.052% active | AID 588391;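 active = mean inhibition across replicates of 30% or more, whatever share of single replicates reach that level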;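 note: absorbance from insulin aggregation driven by PDI reduction with DTT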
Target sequence (P07237 whole entry, looked up): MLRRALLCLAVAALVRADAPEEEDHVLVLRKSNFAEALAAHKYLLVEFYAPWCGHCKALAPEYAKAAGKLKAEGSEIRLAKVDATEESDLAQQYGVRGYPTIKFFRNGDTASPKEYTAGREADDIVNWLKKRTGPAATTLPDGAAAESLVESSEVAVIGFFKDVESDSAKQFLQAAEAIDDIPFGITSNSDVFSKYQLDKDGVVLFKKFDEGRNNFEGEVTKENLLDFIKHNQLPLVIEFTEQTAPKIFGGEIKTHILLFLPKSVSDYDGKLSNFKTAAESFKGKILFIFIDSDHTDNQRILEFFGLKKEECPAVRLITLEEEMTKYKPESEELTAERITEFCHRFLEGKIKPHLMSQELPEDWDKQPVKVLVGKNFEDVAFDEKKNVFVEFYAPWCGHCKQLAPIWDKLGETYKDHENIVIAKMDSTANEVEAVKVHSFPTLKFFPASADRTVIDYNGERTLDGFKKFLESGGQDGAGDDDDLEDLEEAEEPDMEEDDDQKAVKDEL
NR2E3 ag-2: activates human NR2E3 receptor; CHO-S Gal4-NCOR/VP16-NR2E3 two-hybrid, luciferase; inhibition of corepressor binding, % at 3.98 µM; 360,000 tested, 0.35% active; AID 602229;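 active = inhibition above the mean of all tested compounds plus 3 SD, cut at about 70% in these data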;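 note: 0% = DMSO with NR2E3 transfected cells and 100% = cells lacking NR2E3 construct; higher means lower luciferase signal from less NR2E3 corepressor binding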
Vif inh: inhibitors of HIV Vif; HEK293T cells, Vif self-association by quenched fluorescence, imaging, 24 h; inhibition, % at 7.49 µM; 340,000 tested, 0.35% active; in the data active = inhibition above about 50%, passing the limit was not always enough; note: some results filed as inactive read as strong as hits
Peg3 prom inh: Peg3 promoter activity inhibition | AID 588405 | HeLa PEG-Prom luciferase reporter, luminescence, overnight | inhibition, % at 20 µM | 360,000 tested, 1.7% active;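 active = inhibition of at least 50% at 20 µM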
Shn3 3UTR inh: inhibitors of Schnurri-3 3'UTR reporter in osteoblasts; Clone20 osteoblast Shn3 3'UTR firefly luciferase, 24 h; inhibition, % at 12.5 µM; 360,000 tested, 0.52% active; AID 588674;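 active = mean inhibition of at least 75% with every replicate also reaching 75%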;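 note: 0% = median of neutral control wells and 100% = pilot-screen positive control compound; some compounds past the cut are filed as inactive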
HIF-2a block: blocks HIF-2a reporter activity | 786-0 RCC cells HIF-2a reporter, luciferase luminescence, overnight | inhibition, % at 18.8 µM | 360,000 tested, 0.72% active | AID 624352;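 active = inhibition of the luminescence signal of 40% or more relative to plate controls, in a single-dose primary screen at 18.75 µM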
Numbers without * were called inactive; · = not tested or not shown.

SMILES | KKLEB cytotox | CaV13 ICDI inh | NR2E3 ag-1 | CF NFkB inh | TRPM1 prom inh | PDI inh | NR2E3 ag-2 | Vif inh | Peg3 prom inh | Shn3 3UTR inh | HIF-2a block
Cc1cccc(NC(=O)C2CCCN(C(=O)Nc3ccccc3)C2)c1C (configuration not stated) | -1.3 | -5.1 | -2.7 | 20.1 | -3.3 | -2.3 | -18.7 | -1.2 | 11.6 | 5.0 | 9.8
Cn1c(CNC(=O)c2ccccc2F)nnc1SCC(=O)Nc1nncs1 | -1.1 | -3.7 | 4.0 | -2.2 | -3.8 | -3.2 | -26.2 | 1.0 | -9.7 | -4.9 | 7.3
O=C1C2C3C=CC(C2C(=O)N1CCO)C1C(=O)N(CCO)C(=O)C31 (configuration not stated) | 10.4 | -2.3 | -2.9 | -11.3 | 11.5 | 4.0 | -25.0 | 5.6 | 0.1 | -14.4 | 12.7
COc1cc(S(=O)(=O)n2ccc(C)n2)c(C)cc1C | -11.8 | -0.4 | · | -14.0 | · | 4.0 | 1.0 | 2.6 | 19.6 | 4.8 | 25.2
NS(=O)(=O)c1ccc(NC(=S)NCc2cccs2)cc1 | 9.5 | -4.3 | -3.6 | -13.4 | -8.9 | -7.0 | -33.1 | 2.0 | 3.0 | 7.7 | 1.8
COc1ccc(OC)c(C(=O)COC(=O)c2cccnc2SC)c1 | 10.9 | -6.0 | · | 0.1 | -16.9 | -1.2 | -23.6 | -10.3 | -27.9 | -16.0 | 3.4
CCC(C)(C(=O)NC1CCCC1)N(C)C(=O)Cc1c[nH]c2ccccc12 (configuration not stated) | 3.7 | -3.8 | -0.6 | -3.8 | 9.4 | 3.7 | -10.8 | 2.0 | 14.3 | 1.8 | 18.5
COC(=O)CCCCC1SCC(NC(=O)OC)C1NC(=O)OC (configuration not stated) | 10.4 | -7.1 | 1.7 | -1.9 | 4.4 | -2.0 | 9.6 | -7.9 | 7.8 | -5.6 | 16.0
COc1ccccc1CNC(=O)C1CCN(S(C)(=O)=O)CC1 | -3.7 | -8.1 | -3.0 | 7.1 | 3.1 | -0.4 | -14.9 | 17.9 | 3.8 | 19.2 | 10.7
NC(N)=NNC(=O)c1ccccc1Cl | 6.9 | -3.9 | -1.3 | 11.8 | 8.0 | 15.8 | -19.7 | 0.6 | -1.4 | 11.3 | 10.6
O=C(c1cc2ccccc2o1)N(Cc1ccco1)Cc1cccs1 | 17.3 | -4.9 | 2.1 | 20.8 | -8.1 | -1.0 | -24.2 | -3.7 | -4.9 | 9.1 | -35.4
O=C(NCc1ccncc1)NC1CCCCC1 | 15.3 | -6.2 | -0.2 | -2.8 | · | -5.1 | -6.3 | -0.5 | -15.8 | -5.3 | -3.3
O=C(c1cccc(O)c1)N1CCN(C(=O)C2CC2)CC1 | 6.0 | -5.6 | · | 4.9 | 5.0 | -2.9 | -10.7 | -3.7 | -5.0 | 7.9 | -0.1
CCc1ccc(-c2nc(CN3CCCC(C(=O)NCCc4ccc(OC)c(OC)c4)C3)c(C)o2)cc1 (configuration not stated) | -8.4 | -4.4 | -1.0 | 2.4 | 4.2 | 10.5 | -8.5 | -7.6 | 25.3 | 28.8 | 1.8
CN(C)c1ccc(C(=O)n2nnc3ccccc32)cc1 | -36.5 | -4.9 | 2.3 | 68.8* | -4.0 | 4.3 | -8.5 | 6.8 | -20.2 | 8.4 | -42.0
N#CC1(NC(=O)COC(=O)CCCN=C2NS(=O)(=O)c3ccccc32)CCCCC1 | -6.6 | -7.7 | 0.3 | 7.0 | 7.8 | -10.3 | -26.6 | 0.7 | -2.8 | 0.4 | 5.8
CC(C)=CCC/C(C)=C/CNC(=O)C[C@H]1C[C@H](C(=O)N2CCOCC2)[C@@]2(C)c3[nH]c4cc(-c5ccco5)ccc4c3CCN2C1=O | -15.1 | · | · | 2.0 | 16.4 | 4.4 | 10.9 | 8.3 | 28.0 | 69.1 | 3.9
O=C(Cc1ccccc1)NCC(=O)N1CCN(c2ccccc2)CC1 | -1.3 | · | -2.0 | -13.9 | 4.0 | -4.6 | -35.3 | 8.3 | 7.8 | -27.8 | 9.7
CCOC(=O)c1cn(Cc2ccc(Br)cc2)nn1 | 3.0 | -2.3 | -0.5 | 1.5 | -4.2 | 8.6 | 14.7 | -9.1 | -5.5 | 5.8 | 4.1
COc1ccc(NC(=O)CN(C)C(=O)c2ccc(NC3CC3)c([N+](=O)[O-])c2)cc1 | 6.2 | -6.0 | -0.4 | -7.1 | -2.6 | 1.7 | 19.1 | -3.9 | 21.7 | 11.3 | -2.3
Cc1cc(C)n2nc(SCc3nnc(SCc4ccccc4C)s3)nc2n1 | 5.1 | -6.4 | 0.5 | -1.9 | -12.9 | 5.1 | 11.0 | -0.6 | 9.6 | 10.1 | -20.1
COc1ccc(COC(=O)C2=C(C)NC(=O)NC2c2ccccc2)cc1 (configuration not stated) | -13.0 | -21.1 | 2.1 | 22.7 | -10.9 | 2.1 | -15.0 | -1.8 | 15.0 | -43.0 | 28.3
Clc1ccc(CSc2ncn(-c3ccccc3)n2)cc1 | 3.8 | -2.9 | -1.6 | 10.4 | -15.1 | 1.9 | -15.1 | 3.6 | -67.4 | -11.3 | -101.2
CC(=O)Nc1ccc(N2C(=O)CC(Sc3nc4ccccc4s3)C2=O)cc1 (configuration not stated) | -5.9 | -2.7 | 0.5 | 5.8 | 12.3 | -0.7 | -13.0 | 10.7 | 0.4 | 6.5 | 14.8
Cc1ccc(S(=O)(=O)N2C[C@]3(O)C[C@@H]4C(=O)N(c5ccccc5)C(=O)[C@@H]4C[C@]3(OC(=O)Nc3cccs3)C2)cc1 | 0.0 | -5.0 | · | 18.3 | · | 3.3 | -4.8 | 0.0 | -7.4 | 2.8 | 5.8
Cc1ccc(NC(=O)/C(=C\c2cccnc2)NC(=O)c2ccco2)cc1 | -12.3 | -4.8 | -2.4 | 11.2 | -4.5 | 1.8 | -13.7 | 3.0 | 6.4 | 2.9 | 4.9
COc1ccc(-n2cc(CNCc3cnc4ccccn34)c(-c3cccc(F)c3)n2)cc1 | 2.0 | 4.6 | -4.2 | -6.2 | -27.5 | -2.1 | -22.0 | -0.6 | -69.0 | 27.1 | -86.0
O=C1NCCOC(=O)[C@@H](Cc2ccc(F)cc2)CC/C=C/C[C@H]1CC(=O)N(CCO)Cc1ccccc1 | 18.0 | -3.0 | · | -30.0 | 13.2 | -3.2 | 7.8 | -16.2 | 7.8 | 4.0 | 2.1
COC(=O)CCC(=O)Nc1ccc(C)cc1OC(=O)CCC(=O)OC | -11.3 | -1.3 | 1.5 | -4.0 | 11.5 | 11.9 | 9.9 | 3.2 | 19.9 | 8.5 | 13.6
COc1ccc(-c2nc(CN3CCN(C(=O)c4ccco4)CC3)c(C)o2)cc1OC | -0.8 | -7.0 | 1.2 | -14.6 | 11.0 | -13.2 | -7.1 | -4.0 | -4.8 | 0.3 | 3.9
O=C(COC(=O)c1cnc(Cl)c(Cl)c1)NCc1ccco1 | -3.6 | -7.0 | 3.9 | -10.3 | 15.6 | 3.2 | -13.3 | 2.4 | 13.4 | 4.3 | 6.6
CCCCc1cn([C@@H](CCCCNC(=O)OC(C)(C)C)C(=O)N2CCN(C(=O)OC(C)(C)C)CC2)nn1 | 7.8 | -4.2 | 4.1 | -8.4 | 12.6 | -7.6 | -4.2 | -1.6 | -7.0 | 26.3 | 9.8
COc1ccc(NC(=O)CSc2nnc(-c3ccccn3)n2N)cc1 | -3.0 | -3.9 | -4.3 | 2.0 | -0.6 | 10.2 | -3.3 | 1.6 | 1.6 | -6.2 | 18.3
CCOc1cc(-c2cc(-c3ccccc3)nc(N)c2C#N)ccc1O | -20.9 | -6.6 | 3.7 | -68.4 | -10.5 | -7.0 | -3.5 | -0.8 | 6.2 | -8.4 | -50.4
COc1ccc(NC(=O)CSc2nc3c(c(=O)[nH]2)CCC3)cc1OC | 5.2 | · | 3.8 | 4.8 | 7.6 | -2.9 | -24.4 | -0.6 | 7.0 | -7.2 | 15.0
CC1(c2cccc3ccccc23)OC(=O)c2ccccc21 (configuration not stated) | 1.4 | -6.0 | · | -19.2 | 5.2 | 5.4 | 31.4 | -8.9 | 14.9 | 5.7 | -17.6
CC([NH2+][O-])C(C)(C)NO (configuration not stated) | 4.3 | -2.3 | 3.0 | 4.4 | -2.3 | -1.1 | 8.4 | 12.3 | 0.4 | -1.1 | 8.4
CCN1CCN(C2=C(NS(=O)(=O)c3ccc(NC(C)=O)cc3)C(=O)c3ccccc3C2=O)CC1 | -3.6 | -7.5 | -1.3 | 28.9 | 40.4 | 3.2 | -21.0 | -0.5 | -20.5 | -25.6 | -5.8
O=[N+]([O-])c1cccc(CN2CCCCCC2)c1 | -4.9 | 9.7 | 1.9 | -3.4 | 11.9 | -0.2 | 6.3 | 2.5 | 9.2 | -10.5 | 7.7
O=C(NCC1CCCO1)C1CCCN1C(=O)Nc1ccc(Cl)cc1 (configuration not stated) | -0.9 | -6.7 | 1.9 | -5.0 | 4.0 | -7.9 | 10.3 | · | -10.4 | -11.4 | 18.4
Cc1ccc(OCCNC(=O)CCNS(=O)(=O)c2ccc3ccccc3c2)cc1 | 14.0 | -2.9 | 1.3 | -25.7 | 1.2 | 3.9 | 14.7 | 2.8 | 17.2 | 4.6 | 7.2
CCCN(C(=O)COC(=O)c1cc(CC)c(C)s1)c1c(N)n(Cc2ccccc2)c(=O)[nH]c1=O | 6.5 | -3.9 | -1.7 | 12.8 | 2.8 | -6.9 | -17.7 | 3.8 | 11.3 | 6.2 | 10.4
CC(=O)c1cccc(NC(=O)c2ccc(NS(C)(=O)=O)cc2)c1 | 8.4 | · | 6.1 | -13.4 | -12.0 | -2.3 | -11.7 | -11.2 | -0.9 | 1.5 | 12.7
COCCn1c(N)c(Sc2ccccc2)c(=O)[nH]c1=O | 2.2 | -3.2 | 0.1 | 1.7 | -0.4 | 6.9 | -20.2 | -4.5 | -6.0 | -0.1 | 11.5
Cc1sc(N)c(C#N)c1C | 5.4 | -18.7 | 0.2 | -5.0 | -14.9 | -0.8 | 0.1 | -4.6 | -7.8 | -12.6 | 3.5
C[C@@H]1CN([C@H](C)CO)C(=O)c2cc(Br)cnc2O[C@H]1CN(C)C(=O)Cc1ccccc1 | -3.3 | -9.2 | · | -1.6 | · | -4.7 | 16.5 | -2.8 | -13.2 | 3.4 | 6.8
O=C(CCNC(=O)c1ccccc1Cl)Nc1cccc(S(=O)(=O)N2CCOCC2)c1 | 11.7 | -1.7 | 0.7 | 15.4 | 3.6 | -3.9 | 16.7 | 1.1 | 12.5 | 6.5 | 7.4

High-throughput results as filed in PubChem.
